Screening data as filed in PubChem.
UBC9 SUMO inh: blocks human SUMOylation mediated by UBC9. P63279. HTRF SUMOylation assay, SAE1/SAE2 + UBC9, in vitro. inhibition, % at 35 µM. hit rate 0.36% among 290,000; in the data active = inhibition above about 50%, passing the limit was not always enough; also: strong numbers were not always called active
GalR3 antag: blocks the human galanin receptor 3 | O60755 | HEK293 GalR3-CNG cAMP membrane potential fluorescence; galR3 body fused to GalR1 C-terminus | inhibition, % at 3 µM | hit rate 0.44% among 360,000 | AID 651719;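 active = inhibition above the screen-wide average plus 3 SD, cut at about 13% in these data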;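 also: forskolin and galanin both at EC90 stimulate the cells; cAMP rise reported by CNG channel membrane potential dye signal; 0% = forskolin plus galanin with DMSO and 100% = forskolin alone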
HCV NS3 hel inh: inhibitors of Hepatitis C virus NS3 helicase. hit rate 0.56% among 290,000. NS3 helicase DNA unwinding, Cy5 molecular beacon fluorescence. inhibition, % at 10.9 µM;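 active = inhibition above the mean of all tested compounds plus 3 SD, set per campaign, cut at about 35% in these data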;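 also: 0% = DMSO wells and 100% = thioflavine S control wells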
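assay system = NS3 helicase fragment of HCV | buffer or medium = MOPS pH 6.5, MgCl2, DTT, Tween20, BSA | timing = 60 min unwinding reaction at 25 °C after ATP addition | signal = Cy5 beacon fluorescence read at start and 1 h | read-out basis = % inhibition of unwinding | control set = low DMSO, high thioflavine S at 110 µM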
pCIP destab: lowers stability of the mouse p/CIP coactivator protein | Q05BA5 | F442A p/CIP-EGFP cells, EGFP fluorescence, 16 h | decrease of EGFP signal, % at 10 µM | hit rate 0.01% among 290,000;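 active = EGFP signal decrease of at least 30% at 10 µM or well 3 SD below plate mean, unless failing retest; inactive = the rest, including hits failing retest or dose response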; also: some compounds called inactive have numbers as strong as hits; many of its hits are not listed in these tables
Target sequence (Q05BA5 1-1403): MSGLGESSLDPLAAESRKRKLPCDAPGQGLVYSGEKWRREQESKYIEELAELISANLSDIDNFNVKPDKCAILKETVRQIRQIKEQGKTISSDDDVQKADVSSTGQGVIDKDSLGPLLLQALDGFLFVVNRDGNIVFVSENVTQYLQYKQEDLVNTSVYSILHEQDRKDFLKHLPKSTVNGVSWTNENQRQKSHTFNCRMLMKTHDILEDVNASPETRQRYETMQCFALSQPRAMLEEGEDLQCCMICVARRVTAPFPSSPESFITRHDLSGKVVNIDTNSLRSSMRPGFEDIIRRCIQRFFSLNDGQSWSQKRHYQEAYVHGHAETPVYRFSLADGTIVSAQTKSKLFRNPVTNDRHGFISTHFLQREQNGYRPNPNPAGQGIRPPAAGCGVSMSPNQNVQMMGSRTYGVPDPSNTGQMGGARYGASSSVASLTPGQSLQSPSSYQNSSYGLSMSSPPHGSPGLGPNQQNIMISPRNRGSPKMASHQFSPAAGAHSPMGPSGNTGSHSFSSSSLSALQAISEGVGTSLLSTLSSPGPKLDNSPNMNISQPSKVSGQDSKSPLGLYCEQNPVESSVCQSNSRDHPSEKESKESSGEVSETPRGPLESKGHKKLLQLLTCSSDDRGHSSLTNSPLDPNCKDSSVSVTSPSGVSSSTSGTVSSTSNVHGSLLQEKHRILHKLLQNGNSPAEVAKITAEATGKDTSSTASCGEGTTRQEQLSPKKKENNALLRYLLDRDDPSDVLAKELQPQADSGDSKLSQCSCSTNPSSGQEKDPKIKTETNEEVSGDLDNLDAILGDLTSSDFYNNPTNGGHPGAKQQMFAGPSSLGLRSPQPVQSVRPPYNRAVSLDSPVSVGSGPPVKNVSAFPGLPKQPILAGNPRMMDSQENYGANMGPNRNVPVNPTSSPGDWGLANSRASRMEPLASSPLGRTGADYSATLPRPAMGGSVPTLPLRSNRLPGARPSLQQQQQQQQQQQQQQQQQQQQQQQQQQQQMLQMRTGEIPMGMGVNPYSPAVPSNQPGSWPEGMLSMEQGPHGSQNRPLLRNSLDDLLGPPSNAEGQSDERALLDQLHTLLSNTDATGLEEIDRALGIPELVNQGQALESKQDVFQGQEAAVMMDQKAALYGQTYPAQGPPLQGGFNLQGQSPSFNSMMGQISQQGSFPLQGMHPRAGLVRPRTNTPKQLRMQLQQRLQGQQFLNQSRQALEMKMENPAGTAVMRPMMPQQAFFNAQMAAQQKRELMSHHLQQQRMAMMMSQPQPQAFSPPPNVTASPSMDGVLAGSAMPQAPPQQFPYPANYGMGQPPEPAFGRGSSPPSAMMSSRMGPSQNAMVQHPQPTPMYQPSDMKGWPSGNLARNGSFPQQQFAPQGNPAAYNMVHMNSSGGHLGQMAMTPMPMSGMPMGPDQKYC
CRFR2-BP antag: blocks CRF-induced signaling of the CRF-BP/CRF-R2 complex. inhibition, % at 11.8 µM. HEK293 CRF-R2/CRF-BP, CRF-induced calcium fluorescence. AID 588475. hit rate 0.59% among 350,000;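 active = inhibition of the ligand-induced calcium signal above about 50% at the single tested concentration, limit read from the data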
VIM-2 inh: inhibitors of Pseudomonas aeruginosa VIM-2 metallo-beta-lactamase. purified VIM-2, nitrocefin hydrolysis, epi-absorbance fluorescence. inhibition, % at 5.6 µM. hit rate 0.89% among 290,000. AID 1527;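 active = inhibition above the mean of all tested compounds plus 3 SD, cutoff set per screening run, cut at about 7.5% in these data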;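 also: red hydrolysis product quenches plate fluorescence so inhibitors raise well fluorescence; 0% = enzyme with DMSO and 100% = DMSO without enzyme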
IMP-1 inh: inhibitors of Pseudomonas aeruginosa IMP-1 metallo-beta-lactamase; purified IMP-1, nitrocefin hydrolysis, epi-absorbance fluorescence; inhibition, % at 5.6 µM; hit rate 0.45% among 290,000; AID 1556;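 active = inhibition above the mean plus 3 SD of all compounds in the same screening run, cut at about 4.5% in these data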;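 also: 0% = IMP-1 with DMSO and 100% = DMSO wells lacking enzyme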
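System: purified IMP-1 / Input: IMP-1 dispensed at 0.2 nM / Medium: 50 mM HEPES pH 7.1, 50 µM ZnSO4, 0.05% Brij 35 / Timing: 15 min enzyme–compound preincubation, then 25 min nitrocefin reaction, 25 °C / Technique: plate fluorescence quenching by hydrolysis product, ex 480/em 530 nm / Repeats: singlicate testing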
IDE cell activ: IDE (human) activation, cell-based. HEK cells, FAbeta-B cleavage, fluorescence polarization; 0% vehicle, 100% cell-free pure enzyme wells. activation, % at 5.96 µM. hit rate 0.073% among 340,000. AID 493087;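 active = activation above the mean of all tested compounds plus 3 SD, set per screening campaign, cut at about 17% in these data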
IDE inh: inhibitors of human insulin-degrading enzyme in cells; P14735; HEK cells, FAbetaB cleavage, fluorescence polarization; inhibition, % at 5.59 µM; hit rate 0.41% among 320,000; AID 434962;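 active = percent inhibition above the average of all tested compounds plus 3 SD, set per screening campaign, cut at about 16% in these data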;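 also: IDE supplied by intact live HEK cells; FP after avidin binding of uncleaved biotin substrate so inhibition keeps polarization high; 0% = DMSO wells and 100% = 60 µM reference IDE inhibitor Ii1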
* marks the source's active call; other numbers are inactive results; x = not tested or not shown. Compounds as they come (roughly 3.2% active in at least one column).

SMILES	UBC9 SUMO inh	GalR3 antag	HCV NS3 hel inh	pCIP destab	CRFR2-BP antag	VIM-2 inh	IMP-1 inh	IDE cell activ	IDE inh
O=C(CN(CCc1ccccc1)S(=O)(=O)c1ccc(Br)cc1)N/N=C/c1ccc2c(c1)OCO2	-7	-10	-1	1	7	-2.1	-4.8	-3	-1
CCOc1ccc(C2c3cc(OC)c(OC)cc3CC(=O)N2c2ccc(OC)cc2)cc1 (stereo not given)	10	-5	-13	0	1	-0.3	-2.1	4	0
CCCCn1c(N)c(N(CCOC)C(=O)c2ccc(S(=O)(=O)N3CCCCC3)cc2)c(=O)[nH]c1=O	x	-1	x	x	-12	x	x	0	5
O=C(Nc1c2c(nn1-c1ccccc1)CS(=O)C2)c1ccc(Br)o1 (stereo not given)	5	-4	-8	-3	-6	-2.5	-2.5	6	3
COc1ccc(C2(C)NC(=O)N(CC(=O)NC(C)c3ccc(CC(C)C)cc3)C2=O)cc1 (stereo not given)	-5	-10	-21	-6	-30	-4.1	-1.6	1	-2
Cc1nc(NC(=O)CCc2ccccc2)sc1C	16	-4	-5	-20	-1	-0.2	3.0	-5	-2
CCCCOc1ccc(C(=O)Nc2ccc(C)cc2[N+](=O)[O-])cc1	8	-2	11	-11	-4	1.5	-0.8	2	4
COc1ccc(C(=O)N2CCn3c2nc2ccccc23)cc1	13	-4	1	-6	1	-2.3	-2.2	6	-5
O=C(Cn1ncc2c([nH]c3ccccc32)c1=O)NCC1CCN(Cc2ccccc2F)CC1	11	0	-9	7	70*	1.5	0.4	4	2
CC(C)c1nc2cc3ccccc3cc2[nH]1	29	-1	-5	0	7	-1.4	-1.8	-2	3
CC(CC(=O)Nc1ccccc1)n1ccnc1 (stereo not given)	-4	1	9	10	12	-1.8	-2.5	-6	4
Cc1ccccc1Oc1ncnc(N)c1[N+](=O)[O-]	-10	-3	8	-12	-11	-1.6	-2.2	12	3
CCCN(C(=O)c1cc2c(s1)CCC2)c1c(N)n(Cc2ccccc2)c(=O)[nH]c1=O	x	-6	17	-13	-3	-1.5	-2.0	7	1
O=C1CN(S(=O)(=O)c2ccc(Cl)cc2)CC(=O)N1CCc1ccccc1	4	-4	9	3	5	-3.4	-0.1	-1	4
CC1CCCCN1CCCNC(=O)c1ccc(Br)cc1 (stereo not given)	3	-5	-8	1	-11	1.1	-2.6	3	-3
O=C(CN1CCN(c2ccc(F)cc2)CC1)NC(=O)NCc1ccco1	18	2	2	1	-3	-3.8	-3.4	0	0
CCOc1cc(CNCCc2ccc(S(N)(=O)=O)cc2)ccc1OCc1ccc(Cl)cc1	4	-8	-91	-16	-71	-0.6	-3.3	8	-3
COc1cc(S(=O)(=O)NCc2ccc3c(c2)OCO3)ccc1F	-4	-11	0	-1	6	-2.0	-4.4	-1	3
CC(=O)c1ccc(Oc2cnccn2)cc1	-4	-3	-22	6	-9	-0.5	-2.4	-2	-5
O=C(O)[C@H]1CCCC[C@H]1C(=O)NCCc1ccccc1	18	-4	-10	2	-15	-1.6	0.1	0	0
Cn1c(SCc2cc([N+](=O)[O-])cc3c2OCOC3)nnc1-c1ccccn1	16	-7	6	-8	-2	-3.2	-2.1	4	2
COc1ccc(N(C(=O)COc2ccccc2)C2C=CS(=O)(=O)C2)c(OC)c1 (stereo not given)	4	2	1	-13	-16	2.5	0.7	-1	-2
CCOCCCNC(=O)CCCC1=NS(=O)(=O)c2ccccc2N1	-3	-4	6	-6	-18	0.7	1.1	0	-3
CCCOc1ccc(/C=C2/C(=O)ON=C2C)cc1Cl	-3	-12	23	3	-37	1.5	0.0	-3	1
C(=C\c1ccccn1)/c1ccccn1	2	-7	-2	13	3	-2.4	-0.1	-1	0
N#CCCN(C1CCCCC1)S(=O)(=O)CCOc1ccccc1	11	-2	7	-3	-11	-1.5	-3.5	-1	1
COc1ccc(NC(=O)C2CCCN(S(=O)(=O)c3cccc4cccnc34)C2)cc1OC (stereo not given)	-2	3	-7	-9	-13	-3.3	-1.6	4	-2
CC(=O)Nc1ccc(C(=O)N/N=C/c2cc(Br)cc(Br)c2O)cc1	-15	-6	4	-1	-11	-5.1	-2.5	4	1
c1ccc(CNc2ncnc3scc(-c4cccs4)c23)nc1	19	-6	-9	-28	-5	-3.1	-4.7	-7	5
O=C(COc1ccc(S(=O)(=O)N2CCOCC2)cc1Cl)N1CCOCC1	-5	2	-3	-6	-3	-0.5	-3.4	1	1
COc1cc(CCNC(=O)c2cnn3ccccc23)cc(OC)c1OC	5	1	2	-3	-3	-3.0	-2.4	2	2
O=S1(=O)CCN2C(=N1)SC1=C2CCN(Cc2ccccc2)C1	-12	2	1	-4	6	-6.2	-2.2	3	-7
COc1ccc(NC(=O)CO/N=C2\CCCc3nonc32)cc1	7	-2	-2	2	22	-1.6	-5.7	3	9
CSc1ccc(CN2CCN(Cc3ccc([N+](=O)[O-])cc3)CC2)cc1	18	84*	-12	-2	1	-1.0	-0.9	6	3
COc1cc2c(cc1OC)CN(Cc1ccc(C)cc1)CC2	17	-9	-12	0	-20	-1.3	-0.5	4	0
CC12CCC(C(=O)N3CCN(c4ncccn4)CC3)(c3nc4ccccc4nc31)C2(C)C (stereo not given)	5	-2	-3	-14	-2	-0.4	-1.1	2	7
CC(=O)c1ccc(N2Cc3ccccc3C2)cc1	17	-10	-8	1	-24	-1.3	-1.1	-1	1
C=CCSC1=N/C(=C/c2ccsc2)C(=O)N1c1ccccc1	-13	-3	2	5	4	0.8	-0.2	5	-5
O=C(C[C@H]1C/C=C\CC[C@H](Cc2ccc(F)cc2)C(=O)OC[C@@H](Cc2c[nH]c3ccccc23)NC1=O)NCCO	x	-8	x	x	1	x	x	7	0
O=C(CNc1cccc2ccccc12)N/N=C/c1ccccn1	77	-5	21	7	9	-1.7	-2.4	x	1

CRFR2-BP antag, what is marked active above.
SMILES	UBC9 SUMO inh	GalR3 antag	HCV NS3 hel inh	pCIP destab	CRFR2-BP antag	VIM-2 inh	IMP-1 inh	IDE cell activ	IDE inh
O=C(Cn1ncc2c([nH]c3ccccc32)c1=O)NCC1CCN(Cc2ccccc2F)CC1	11	0	-9	7	70*	1.5	0.4	4	2

Other results follow:
SMILES	UBC9 SUMO inh	GalR3 antag	HCV NS3 hel inh	pCIP destab	CRFR2-BP antag	VIM-2 inh	IMP-1 inh	IDE cell activ	IDE inh
COc1ccc(C(=O)N2CCc3cc(OC)c(OC)cc3C2c2cccc([N+](=O)[O-])c2)cc1 (stereo not given)	-14	x	1	15	x	-3.1	-3.3	x	x
Nc1c(C(=O)Nc2ccc3c(c2)OCCO3)nnn1Cc1ccccc1Cl	x	-5	x	x	-38	x	x	1	0
Cc1cccc(C(=O)OCC(=O)N2CC(=O)Nc3ccccc32)c1C	x	-2	x	x	8	x	x	3	-2
O=C(C[n+]1ccccc1)Nc1ccccc1C(=O)O	-1	-4	0	5	-6	-2.5	0.9	4	3
COc1ccccc1/C=C/C=C1\Oc2c(ccc(O)c2CN2CCN(CCO)CC2)C1=O	29	1	-55	-4	-65	1.8	27*	-30	16
COc1ccc(NC(=O)CSCC(=O)N(C)Cc2ccc3c(c2)OCCO3)cc1	x	6	x	x	-11	x	x	1	-1
CCC12C(=O)C(CC)(C(c3ccccc3)=C1c1ccccc1)[C@@H]1C(=O)N(c3ccccc3)C(=O)C12 (stereo not given in full)	-13	1	4	-3	-27	-2.9	-2.6	2	-1
Cc1cc(OCC(=O)N(C(C)C)C(C)C)cc(C)c1Br	8	1	-3	1	6	-2.6	-3.6	5	-5
Cc1ccc(C(NC(=O)N2CCCCC2)=C(Cl)Cl)cc1F	6	-5	-13	-4	-1	-1.1	-1.5	-4	4
CCCC/C(C)=N/NC(=O)Nc1ccccc1	14	1	1	-2	-55	-5.9	-1.6	2	-2
C=CCc1cccc2cc(NC(C)=O)c(=O)oc12	11	-6	-3	6	-15	2.1	-2.2	-4	-3
COc1cc(NC(=O)CCCN2C(=O)NC(C)(C)C2=O)cc(OC)c1	x	-4	x	x	-17	x	x	5	2
NC(=O)CSc1nnc(-c2ccccc2F)n1C1CC1	9	-10	6	-6	18	-1.3	-2.5	2	-4
CC(=O)Nc1ccc(S(=O)(=O)NCc2ccc(C(=O)NCCN3CCCCCC3)cc2)cc1	15	-4	-71	-4	20	1.8	-0.8	-1	-1
Cc1ccc(C2SCC(=O)N2c2ccccc2)cc1 (stereo not given)	13	-11	-2	-4	21	-1.6	2.0	1	-2
CCN(CC)S(=O)(=O)c1ccc(F)c(C(=O)NCCCN2CCOCC2)c1	0	-4	-3	5	17	0.4	-1.6	-3	3
CN(C)c1ccc(C=Nc2ccccc2)cc1	2	-1	8	-10	8	-0.8	-2.1	-1	-3
CC(CC(=O)N1CCN(c2ccccc2F)CC1)c1ccccc1 (stereo not given)	13	-3	-17	-1	11	-3.8	3.3	2	4
COc1ccccc1CCNC(=O)C(C)n1nc(C)c2c(C)n(-c3ccccc3)nc2c1=O (stereo not given)	6	-11	0	-8	-16	-0.9	-0.9	6	-1
CC1=C2C3OC(=O)C(C)[C@@H]3CC[C@](C)(O)C2C2C3C4C5(C12)[C@H]1OC(=O)[C@@H](C)C1CC[C@]4(C)O[C@]5(C)[C@@H]3O (stereo not given in full)	13	-3	1	-9	-7	-4.7	-2.7	1	4
COc1ccc(CNC(=O)Nc2ccccc2)cc1	1	0	9	3	3	0.4	-0.6	8	1
O=C(c1ccccc1)c1coc2ccc(O)c(Cl)c12	-15	-7	1	-11	-11	-1.3	-1.9	7	0
O=C1NCCNC(=O)c2ccccc2OCCOc2ccccc21	16	-4	7	2	6	-1.1	-2.1	-2	-4
Brc1ccccc1OCCCn1cnc2ccccc21	4	-4	-8	-10	-10	-1.8	1.2	4	-1
CCOc1cccc(OCCn2cnc3ccccc3c2=O)c1	0	-5	-19	-2	-12	-2.7	-2.9	3	3
O=C(c1ccc2c(=O)n(CCc3ccccc3)c(=O)[nH]c2c1)N1CCN(c2ccc(F)cc2)CC1	8	-10	-13	-9	-17	1.6	-1.0	2	-2
CC(C)(C)n1nnnc1C(c1ccccc1F)N(Cc1ccco1)CC1CCCO1 (stereo not given)	3	-3	-1	-3	8	-0.7	-3.4	0	-2
COc1ccc(NC(=O)C2CCN(C(=O)[C@@H]3Cc4ccccc4CN3)CC2)cc1	-6	-3	-9	5	3	-1.0	-2.1	0	4
COc1cc(C)c(Cl)cc1S(=O)(=O)NCc1ccccn1	12	-6	-3	0	-20	-0.5	-3.3	1	-3
O=C(CSCc1ccccc1)Nc1ccc(Cl)cn1	17	x	1	4	21	-2.0	-2.4	2	2
CCCc1cc(=O)[nH]c2nnc(SCC(=O)NC3CCCC3)n12	x	-4	x	x	-4	x	x	2	-3
Cc1ccc(C2=NOC(C)(c3nnc(-c4cccc(Cl)c4)o3)C2)cc1 (stereo not given)	x	-1	x	x	20	x	x	6	1
